ERAP1 inh: human ERAP1 aminopeptidase inhibitors, primary screen, biochemical, single point, plate reader; inhibition, % at 10.7 µM; hit rate 0.15% among 340,000; recombinant ERAP1, Leu-AMC fluorescence, 60 min; Endoplasmic reticulum aminopeptidase 1 (Homo sapiens), Q9NZ08;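 active = mean replicate inhibition of at least 30%, or all replicates individually reaching that 30% level; inactive = mean below 30% and not every replicate reaching it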;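 note: 0% = neutral control wells and 100% = L-leucinethiol positive control wells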
ERp5 block: inhibitors of ERp5-driven insulin aggregation, primary screen, biochemical, turbidity, absorbance 650 nm, single point; inhibition, % at 9.99 µM; 90 min; hit rate 0.05% among 350,000; Protein disulfide-isomerase A6 (Homo sapiens), Q15084;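 active = mean replicate inhibition above about 25%, with every replicate also reaching it, limit read from the data, passing the limit was not always enough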
Xi reactivation: activators of inactive X chromosome reactivation, primary screen, imaging, XiGFP fibroblasts, GFP high-content imaging, set 2; hit rate 0.055% among 360,000; activation, % at 7.58 µM; XiGFP mouse fibroblasts, % GFP-positive cells imaging, 3 d; cells co-treated with 5-aza-dC sensitizer; scaled so ellipticine positive control = 100%;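 active = mean normalized replicate activation at least 10% and every replicate at or above 10%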;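 note: 0% = median of on-plate neutral control wells and 100% = ellipticine 6 µM median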
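System: 68-5-11 XiGFP fibroblast line; Timing: 3 days compound exposure; Compound dosing: one concentration, pinned; Benchmarks: positive control ellipticine, 6 µM final; Buffer or medium: DMEM containing 5-aza-dC.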
S100A4 inh HTS: inhibitors of S100A4-myosin IIA peptide binding, primary screen, biochemical, fluorescence polarization, TAMRA-MyoIIA peptide; Protein S100-A4 (Homo sapiens), P26447; inhibition, % at 10.7 µM; hit rate 0.14% among 360,000; AID 652163, 2013;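 active = mean inhibition of at least 70% across replicates, with every replicate also reaching that level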
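System – human S100A4 monomer protein, biochemical binding assay · Buffer or medium – Calcium-containing HEPES buffer, pH 7.2 · Timing – 5 min between mix addition and reading · Also added – TAMRA-labelled myosin IIA heavy-chain peptide probe, 5 nM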
E-selectin induc: E-selectin induction in HUVECs, primary screen, imaging, HUVEC, immunofluorescence imaging, single point; P16581; normalized: neutral wells 0, TNF-alpha wells 100; activation, % at 7.58 µM; hit rate 0.37% among 260,000;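 active = mean E-selectin-positive cell signal at least 10% of the positive control, reached in at least 60% of replicates, without over 20% cell loss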;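 note: in these data hits start at about 27%; measured in HUVEC primary endothelial cells; signal is the percent of cells scored E-selectin positive by PE staining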
Target sequence (P16581 whole entry, looked up): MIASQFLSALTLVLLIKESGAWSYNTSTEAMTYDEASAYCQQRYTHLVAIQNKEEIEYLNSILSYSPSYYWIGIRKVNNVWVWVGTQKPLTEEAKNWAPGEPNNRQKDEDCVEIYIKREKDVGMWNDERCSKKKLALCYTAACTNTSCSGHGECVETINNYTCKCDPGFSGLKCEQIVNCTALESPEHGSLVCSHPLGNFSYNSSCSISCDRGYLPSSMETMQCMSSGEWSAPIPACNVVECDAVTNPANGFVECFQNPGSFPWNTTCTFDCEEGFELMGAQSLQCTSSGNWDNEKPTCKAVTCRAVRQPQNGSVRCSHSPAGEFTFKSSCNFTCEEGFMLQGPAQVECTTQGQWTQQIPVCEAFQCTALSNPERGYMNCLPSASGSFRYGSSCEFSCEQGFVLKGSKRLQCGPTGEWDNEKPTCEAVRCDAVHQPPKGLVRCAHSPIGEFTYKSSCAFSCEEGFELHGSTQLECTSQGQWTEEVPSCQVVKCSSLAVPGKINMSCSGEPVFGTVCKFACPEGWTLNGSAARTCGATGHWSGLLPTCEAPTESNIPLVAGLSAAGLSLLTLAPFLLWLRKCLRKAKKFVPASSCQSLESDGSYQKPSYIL
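Assay system: HUVEC primary endothelial cells. Input: 3,000 HUVEC seeded per well. Doses: one compound dose added by pin transfer. Read-out basis: % PE-positive cells. Benchmarks: TNF-alpha high, DMSO low. Detection: immunofluorescence imaging. Buffer or medium: EGM-2, gelatin.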
esBAF inh: Bmi1 luciferase reporter increase in mESCs, primary screen, esBAF inhibitor project, mouse ES cells, Bmi1 luciferase knock-in, single point; reporter increase, % at 12.5 µM; hit rate 2% among 350,000; AID 602393, 2012; 24 h; 100% = twice the neutral-well signal; in the data active = activation above about 40%;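 note: 0% = median of the plate's neutral control wells and 100% = double that signal; a rise in the Bmi1 reporter signal indicates esBAF inhibition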
RAD52 anneal inh: RAD52 DNA annealing inhibitors, primary screen, biochemical, FRET, single point, set 2 | hit rate 0.46% among 360,000 | AID 651710, 2012 | inhibition, % at 18.7 µM | DNA repair protein RAD52 homolog (Homo sapiens), P43351 | recombinant RAD52 DNA annealing, FRET fluorescence;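 active = every replicate showing at least 50% inhibition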
Target sequence (P43351 whole entry, looked up): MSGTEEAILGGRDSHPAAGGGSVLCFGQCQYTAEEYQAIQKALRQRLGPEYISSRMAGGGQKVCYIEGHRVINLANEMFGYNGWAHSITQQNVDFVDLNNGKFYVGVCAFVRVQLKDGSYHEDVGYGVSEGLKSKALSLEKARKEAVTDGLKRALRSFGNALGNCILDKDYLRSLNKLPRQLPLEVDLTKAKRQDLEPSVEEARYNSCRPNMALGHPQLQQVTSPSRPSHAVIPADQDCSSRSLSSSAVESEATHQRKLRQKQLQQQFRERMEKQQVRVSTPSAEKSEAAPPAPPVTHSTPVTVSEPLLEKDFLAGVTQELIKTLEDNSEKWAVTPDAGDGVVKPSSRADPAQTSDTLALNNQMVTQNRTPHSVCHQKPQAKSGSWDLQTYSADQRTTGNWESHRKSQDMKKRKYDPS
RAD54 branch: inhibitors of human RAD54 branch migration, primary screen, biochemical, fluorescence, single point | DNA repair and recombination protein RAD54-like (Homo sapiens), Q92698 | inhibition, % at 10.4 µM | RAD54 Holliday junction branch migration, FAM/BHQ fluorescence | hit rate 0.14% among 360,000;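 active = mean normalized replicate activity at least 40 and at least half of replicates scoring 40 or more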;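 note: 0% = median of neutral control wells and 100% = median of positive control wells; inhibitors cause a drop in the FAM fluorescence signal; in these data hits start at about 50%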
* hit, by the source's call; nt = not tested or not shown; & = joins results of further samples.

SMILES	ERAP1 inh	ERp5 block	Xi reactivation	S100A4 inh HTS	E-selectin induc	esBAF inh	RAD52 anneal inh	RAD54 branch
CO[C@H]1CN(C)C(=O)c2ccc(NC(=O)c3ccccc3)cc2OC[C@H](C)N(C(C)=O)C[C@@H]1C	0	-2	-0.1	5	0.0	2	-2	-4
CSCCC(NC(=O)c1ccc(Cl)cc1Cl)C(=O)OC(C)C(=O)NCc1ccco1 (centres undefined)	3	-2	-0.2	-7	0.4	4	-10	-3
CCOc1ccc(S(=O)(=O)Nc2nc3ccccc3nc2-n2ccc(=NC(=O)c3cccs3)cc2)cc1	-3	3	0.2	-6	nt	5	-265	nt
Cc1ccc([N+](=O)[O-])c2c1C(N1CC(C)OC(C)C1)C(C)(C)O2 (centres undefined)	-1	4	0.3	3	0.0	nt	-36	nt
O=C(CC[C@H]1O[C@@H](n2ccc(=O)[nH]c2=O)[C@H](O)[C@@H]1O)NCc1ccc2c(c1)OCO2	-1	3	0.0	-1	-0.1	0	-12	-5
COCCCn1c(SCC(=O)N(C)C)nnc1-c1ccccc1	1	2	nt	-1	nt	4	-10	-7
Cc1noc(C)c1C(=O)OC(C)C(=O)N(C)c1ccccc1 (centres undefined)	2	0	0.0	9	-0.5	-2	-1	-4
COc1ccccc1-c1nnc(NC(=O)C2CCCN2S(=O)(=O)c2cccs2)o1 (centres undefined)	3	6	0.0	0	0.5	-1	0	3
CC(=O)Oc1ccc(/C=N/NC(=O)CCSc2ccccc2)cc1	-2	0	0.0	3	-1.2	-2	-7	2
NC(=O)[C@@H]1[C@H]2C(=O)O[C@H](c3ccccc3)[C@H](c3ccccc3)N2[C@H](c2ccc(OCCO)cc2)[C@@]12C(=O)Nc1ccccc12	2	-1	nt	-26	nt	nt	11	-4
CC(C)N(C(=O)NC(=O)Nc1ccc(S(=O)(=O)N2CCCC2)cc1)S(C)(=O)=O	1	2	-0.5	1	0.8	nt	18	nt
O=C(Nc1ccccc1N1CCOCC1)c1cccc(F)c1	2	1	0.3	-22	0.3	3	-7	-7
CN(C)c1ccc(C=Cc2ccnc3ccccc23)cc1N	-1	3	0.2	-11	-0.2	-10	-10	1
O=C(CN1CCN(Cc2ccccc2)CC1)NCc1ccc(Cl)cc1	-3	-1	0.0	4	nt	3	-7	0
COc1cc(-c2noc(C3CCCN(C(=O)c4c(F)cccc4F)C3)n2)cc(OC)c1OC (centres undefined)	0	0	0.0	-4	0.0	0	5	-7
COc1ccc(C(=O)Nc2ccncc2)cc1OC	0	1	nt	3	nt	-1	0	7
O=C(COc1ccc(-c2nnco2)cc1)Nc1c(F)cccc1F	0	-2	-0.7	-2	-1.9	9	-4	-7
CCn1c(=NC(=O)CN2C(=O)CCC2=O)sc2c(OC)ccc(OC)c21	7	-8	0.0	1	-0.7	-2	-15	2
Cc1ccn2c(CNC(C)c3cn(C)nc3C)c(C(=O)N3CCCCCC3)nc2c1 (centres undefined)	-3	0	0.7	-6	-1.7	1	-24	-3
CNC[C@H]1Oc2ccc(NS(C)(=O)=O)cc2C(=O)N([C@@H](C)CO)C[C@H]1C	0	6	0.3	3	-8.1	-3	15	-11
O=S(CC1CC1(Cl)Cl)CC1CC1(Cl)Cl (centres undefined)	1	-3	-0.1	-14	-0.2	nt	-11	nt
CCOCCCNCc1ccc(OCc2ccccc2C)c(OC)c1	nt	4	-0.2	2	-0.1	-6	-2	0
CC(=O)c1ccc(NC(=O)Nc2ccc([N+](=O)[O-])cc2)cc1	-1	1	0.1	-4	nt	nt	-16	nt
Cn1c(CNc2ccc(Cl)cc2)nnc1SCC#N	7	-4	0.0	1	6.4	nt	0	nt
C=CCOc1ccc(/C=N/NC(=O)c2c(C)nc3ccc(Cl)cn23)cc1	1	3	0.0	-7	0.3	-6	-14	-2
COc1cccc(C(=O)NCCS(=O)(=O)NC2CCCC2)c1	0	6	-0.2	-1	0.1	-1	3	18
C[C@@H]1CN([C@H](C)CO)C(=O)c2cc(-c3ccccc3F)cnc2O[C@@H]1CN(C)Cc1ccccc1F	-3	-1	0.0	-12	-0.1	2	6	2
CC(C)c1cc(Br)ccc1OCCN1C(=O)NC(C)(C)C1=O	-1	-2	0.0	-1	nt	nt	-2	nt
CCCC(=O)Nc1ccc2c(c1)OC[C@@H](C)N(C(=O)c1ccncc1)C[C@H](C)[C@@H](OC)CN(C)C2=O	-2	-1	0.2	1	0.1	-4	0	4
CCC(=O)N1CCCC1(C)C(=O)NCc1ccc(SC)cc1 (centres undefined)	-1	11	0.5	-38	-0.2	-1	-6	-9
C/C=C/c1ccc2c(c1)O[C@H](CN(C)C(=O)Nc1ccc(OC)cc1)[C@@H](C)CN([C@H](C)CO)S2(=O)=O	1	5	0.0	1	0.5	0	-2	-1
CC1(C)CC(=O)C=C(c2ccc(-c3ccccc3)cc2)C1=O	nt	11	0.4	-4	11	78*	-9	0
CN(CCO)C(=O)c1nc[nH]c1C(=O)N(C)Cc1ccccc1	-2	-2	1.1	0	0.2	1	-2	3
O=C(CN1c2cccc3cccc(c23)S1(=O)=O)N1CCN(c2ccccc2)CC1	3	-2	-0.1	-8	-0.2	-1	-14	-6
O=C(COC(=O)/C=C/c1cccc(Br)c1)NC1CCCCC1	0	-2	2.0	5	0.4	-4	-7	-2
COc1ccccc1NC(=O)N1C[C@H](O)COC[C@@H]2O[C@H](CC(=O)NCCc3ccncc3)CC[C@H]21	1	1	0.1	0	-0.1	-1	-5	1
O=C(NNC(=O)c1cc2cc(Br)ccc2oc1=O)c1ccc(O)cc1	-2	2	0.0	-1	2.6	-7	-12	-2
CC1N(C)c2cc(NC(=O)c3ccco3)c(P(=O)(Nc3ccc([N+](=O)[O-])cc3)N3CCOCC3)cc2C1(C)C (centres undefined)	7	1	0.5	-67	nt	nt	-11	nt
COc1ccc(NC(=O)COC(=O)c2ccco2)c([N+](=O)[O-])c1	2	-1	0.2	-1	nt	-7	-3	-10
O=C(NCCCc1ccccc1)c1ccc(-n2cncn2)c([N+](=O)[O-])c1	-3	-3	0.0	0	0.3	nt	-2	-1
COc1ccccc1NC(=O)c1nn(C)c(C(=O)Nc2ccccc2OC)c1[N+](=O)[O-]	1	3	0.4	-1	-0.1	0	-9	-1
Cc1ccc(NC(=O)CN2C(=O)NC(Cc3ccccc3)C2=O)c(Br)c1 (centres undefined)	nt	-2	0.2	-3	-1.4	nt	-7	nt
CC(=O)NC(CC(=O)Nc1ccc2c(c1)OCCO2)c1ccccc1 (centres undefined)	2	4	0.2	3	0.0	39	-9	13
CCN(C(=O)COC(=O)c1c(C)nn(-c2ccccc2)c1Cl)c1c(N)n(Cc2ccccc2)c(=O)[nH]c1=O	4	-3	0.0	0	14	2	-27	-5
CCCNC(=O)C1(C)CCCN(Cc2c(F)cccc2F)C1 (centres undefined)	0	-5	-0.1	-1	0.3	-3	-8	5
CCNC(=O)C[C@H]1CC[C@H]2[C@@H](COC[C@H](O)CN2C(=O)CC)O1	-2	-6	0.1	-15	-0.1	0	-17	1
CCC(=O)NC(C)c1cc(Cl)c2ccccc2c1O (centres undefined)	nt	5	-0.3	-2	0.0	-4	2	-4
Cc1ccc2nc(-c3ccccc3N)[nH]c2c1	-22	-4	0.0	0	nt	-17	-112	4
Cc1cc(NC(=O)COC(=O)c2c(C)noc2C)ccc1Br	-2	-2	-0.2	1	3.2	6	-2	-10
O=C(N/N=C/c1c[nH]c2ccccc12)c1ccc(Br)cc1	1	1	0.1	-3	0.4	24	-10	1

Next section:
SMILES	ERAP1 inh	ERp5 block	Xi reactivation	S100A4 inh HTS	E-selectin induc	esBAF inh	RAD52 anneal inh	RAD54 branch
O=C(CCCn1cnc([N+](=O)[O-])n1)Nc1cccc(O)c1	11	16	0.0	-6	nt	nt	-7	2
O=C(CN1CCC(NC(=O)c2ccccc2F)CC1)Nc1ccc2c(c1)OCCO2	-7	-2	-0.1	-2	nt	3	-1	0
CCCC(=O)Nc1nc2c(s1)COc1ccccc1-2	1	0	0.3	10	0.5	25	-10	3
C/C=C/c1ccc([C@@H]2[C@H](CO)N3CCCCN(S(=O)(=O)c4cccs4)C[C@@H]23)cc1	-2	0	0.1	46	-0.1	nt	-9	-7
Cc1ccc(C2C(C#N)=C3N=C(N)c4ccccc4N3C3=C2C(=O)CCC3)cc1 (centres undefined)	-2	1	0.1	-7	-0.1	nt	-25	-2
COc1ccc(NC(=O)N[C@@H]2CC[C@H](CCn3cc(-c4ccccc4F)nn3)O[C@H]2CO)cc1	3	4	0.5	1	1.5	-6	-5	0
C[C@H]1CCCCO[C@H](CN(C)C(=O)c2ccncc2)[C@@H](C)CN([C@@H](C)CO)C(=O)c2cc(NS(=O)(=O)c3ccc(F)cc3)ccc2O1	-2	-4	0.1	6	-0.2	-6	6	3
O=C(C[C@H]1CC[C@H](NC(=O)Nc2ccc(C(F)(F)F)cc2)[C@H](CO)O1)NCc1cc(F)cc(F)c1	-1	0	0.6	-2	2.8	14	1	4
CC(=O)c1cccc(NC(=O)Nc2ccc3c(c2)CCC3)c1	3	-1	0.2	1	0.0	66*	-11	14
COc1ccccc1NC(=O)N1C[C@@H](C)[C@H](OC)CN(C)C(=O)c2cc(NC(=O)c3cc(C)on3)ccc2OC[C@H]1C	nt	2	0.5	22	-0.1	4	-1	-3

Copied from the list.
In Xi reactivation, O=C(C[C@H]1CC[C@H](NC(=O)Nc2ccc(C(F)(F)F)cc2)[C@H](CO)O1)NCc1cc(F)cc(F)c1 is entered as 0.6
In ERAP1 inh, O=C(CN1CCC(NC(=O)c2ccccc2F)CC1)Nc1ccc2c(c1)OCCO2 is entered as -7
In E-selectin induc, C[C@H]1CCCCO[C@H](CN(C)C(=O)c2ccncc2)[C@@H](C)CN([C@@H](C)CO)C(=O)c2cc(NS(=O)(=O)c3ccc(F)cc3)ccc2O1 is entered as -0.2

(more compounds)
SMILES	ERAP1 inh	ERp5 block	Xi reactivation	S100A4 inh HTS	E-selectin induc	esBAF inh	RAD52 anneal inh	RAD54 branch
CC(=O)N1[C@@H](CO)[C@@H]2c3ccccc3N(S(=O)(=O)c3ccccc3F)C[C@@H]21	-1	-2	0.3	-20	-0.1	-3	-4	-31
CN(C)S(=O)(=O)Nc1ccccn1	-2	1	0.3	0	0.0	nt	-9	nt
COc1ccc(C(=O)Nn2cnc3ccccc3c2=O)c(OC)c1	3	-8	nt	-12	nt	26	11	3
O=C(NCC[C@@H]1CC[C@@H](NC(=O)c2cccnc2)[C@H](CO)O1)Nc1ccc(F)cc1	1	4	0.0&0.0	7	-0.5&5.0	8	4	0
Cc1noc(C)c1NC(=O)N[C@@H]1CC[C@@H](CC(=O)NCCCN(C)C)O[C@@H]1CO	0	1	-0.4	-4	-0.3	-3	-1	3

Screening results deposited in PubChem BioAssay by Broad Institute.
